# Mito fusion act: mitochondrial division inhibition or fusion activation. S. cerevisiae fusion-defective mutant growth rescue, CellTiterGlo 48 h. Potency, µM (series often up to 46.1 µM), inactives show at the highest dose growth rescue (activation), usual class: activators. 320,000 compounds, 0.23% hits;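 further: potency means the concentration at half of the fitted maximal effect; % of control where 0% means no effect; nearly all actives have a fitted effect of over 45% in size; temperature-sensitive fusion mutants such as fzo1-1 at 37 °C on non-fermentable ethanol glycerol medium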
#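 Growth-rescue viability read-out: after 48 h at the non-permissive 37C in glycerol/ethanol YPEG, yeast mitochondrial fusion mutants are measured by CellTiterGlo luminescence; compounds (23 nl pinned per well) restoring growth score as division inhibitors or fusion activators.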
# AT treatment: candidate therapy for ataxia-telangiectasia. […] A-T fibroblasts, KAP-1 phosphorylation AlphaLISA; neocarzinostatin DNA damage 30 min before lysis. Potency, µM (titrated, usually from 57.5 µM), for inactives: at the top dose activation, hits mostly activators. 320,000 compounds, 0.19% hits. AID 485349; further: potency means the concentration at half of the fitted maximal effect; % of control where 0% means no effect; nearly all actives have a fitted effect of over 45% in size
#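 hTERT-immortalized A-T patient fibroblasts ([…]), 500 cells/well in OPTI-MEM, 1% FBS, got compounds for 60 min, then NCS for 30 min at 37C. Lysates were then assayed for phospho-KAP-1 by AlphaLISA (anti-pKAP1 donor, anti-KAP1 acceptor beads), 6 hr at 25C.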
# BCR signal inh: inhibitors of chronic active B-cell receptor signaling; ABC-DLBCL IkBa-CBG/CBR reporter, luminescence ratio, 4 h; Potency, µM (series often up to 46.1 µM), without a hit: at the top dose ratio change, negative = lower green/red ratio, hits mostly inhibitors; 340,000 compounds, 0.05% hits; active means well fitted inhibition curve with a large enough effect in the signal ratio, with a control signal flat, not every such curve was filed as active; inconclusive means small, poorly fitted or top-dose-only effect, or effect the other way, or a change in a side signal; the % refers to the signal ratio;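 further: potency means the concentration at half of the fitted maximal effect; plate controls were basal doxycycline-induced cells for no effect and cells given 10 µM MG132 for full effect; MG132 reads +100%, hits lower the ratio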
#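 Doxycycline induced both beetle luciferases in TMD8 lymphoma cells; IKK-driven degradation limits the IkappaBalpha-fused green signal, while red luminescence normalises for cell number and nonspecific effects. Compounds tested up to 46 uM, 4 hrs.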
# Tb PFK block: inhibitors of T. brucei phosphofructokinase | T. brucei PFK, ADP-Glo luminescence | 330,000 compounds, 0.17% hits | Potency, µM (highest dose often 57.5 µM), for inactives: at the highest dose activity, negative = inhibition, most hits filed as inhibitors;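 further: potency means the concentration at half of the fitted maximal effect; 0% = uninhibited 1x PFK enzyme wells and -100% = no-enzyme wells; nearly all actives have a fitted effect of over 60% in size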
#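 1.25 nM PFK with 0.5 mM F6P and 0.1 mM ATP in 0.1 M TEA pH 8.0, 5 mM MgCl2, incubated 45 min at room temperature; ADP measured by ADP-Glo luminescence; compounds titrated up to 57 uM.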
# ASM inhibitor: human S-ASM enzyme inhibition; placental ASM, HMU-PC fluorogenic substrate, 60 min; 340,000 compounds, 0.006% hits; P17405; AID 504937; Potency, µM (doses to about 57.5 µM), for the others: at the highest dose activity change, negative = inhibition, most hits filed as inhibitors; further: potency means the concentration at half of the fitted maximal effect
#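 Human placenta-derived ASM enzyme was preincubated with compound for 10 minutes at room temperature, then given fluorogenic substrate HMU-PC0 (9 uM final) for 60 minutes at 37 °C; a pH 10 stop preceded fluorescence reading at Ex 386/Em 447 nm.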
# Eya2 inh: blocks the phosphatase activity of human Eya2; O00167; recombinant Eya2, OMFP fluorescence dephosphorylation (OMFP is methylfluorescein phosphate); Potency, µM (titrated, usually from 76.9 µM), without a hit: at the top dose activity, negative = inhibition, hits mostly inhibitors; 330,000 compounds, 0.006% hits; AID 488837; further: potency means the concentration at half of the fitted maximal effect; on the % scale 0 is the no-effect control and ±100 the full control effect
#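 Eya2 (0.2 uM) preincubated 10 min at ambient with compound, then OMFP substrate added at 50 uM; 10 min reaction in 50 mM HEPES pH 7.5, 50 mM NaCl, 5 uM MgCl2, 0.05% BSA, 1 mM DTT. Fluorescence read at Ex 485/Em 525 nm.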
# TSHR antagonist: blocks TSH signaling through the human TSH receptor; AID 504810; 330,000 compounds, 0.2% hits; activity change, negative = inhibition, % at 11.5 µM; TSHR-expressing cells, TSH-stimulated cAMP HTRF, 2 h; stronger effect = lower value;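 active means activity change below a set negative limit, meaning inhibition stronger than a set level, cut at about -70% in these data; inconclusive means activity change between two set negative limits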; further: on the % scale 0 is the no-effect control and ±100 the full control effect
# Target sequence (P16473 whole entry, looked up): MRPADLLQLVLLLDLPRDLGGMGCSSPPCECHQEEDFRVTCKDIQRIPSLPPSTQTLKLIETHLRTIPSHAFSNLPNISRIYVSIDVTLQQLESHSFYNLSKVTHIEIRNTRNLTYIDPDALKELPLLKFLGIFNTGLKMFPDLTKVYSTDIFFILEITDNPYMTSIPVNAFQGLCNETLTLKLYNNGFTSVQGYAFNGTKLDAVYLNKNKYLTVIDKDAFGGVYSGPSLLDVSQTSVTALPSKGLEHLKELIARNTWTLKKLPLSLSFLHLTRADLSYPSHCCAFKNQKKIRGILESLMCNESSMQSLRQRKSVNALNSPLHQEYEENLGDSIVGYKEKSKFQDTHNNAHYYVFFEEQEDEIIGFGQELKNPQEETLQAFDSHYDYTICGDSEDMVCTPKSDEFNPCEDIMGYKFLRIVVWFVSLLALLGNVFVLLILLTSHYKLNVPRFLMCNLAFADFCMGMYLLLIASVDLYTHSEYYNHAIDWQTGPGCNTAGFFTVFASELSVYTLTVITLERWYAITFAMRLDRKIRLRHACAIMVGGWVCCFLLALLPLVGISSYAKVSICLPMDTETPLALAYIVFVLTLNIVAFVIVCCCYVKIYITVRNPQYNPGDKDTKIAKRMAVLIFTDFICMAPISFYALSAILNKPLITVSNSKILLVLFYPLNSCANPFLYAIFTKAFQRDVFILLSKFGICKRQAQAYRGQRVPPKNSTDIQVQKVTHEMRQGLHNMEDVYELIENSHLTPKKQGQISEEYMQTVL
#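 Competitive HTRF cAMP read-out (cryptate anti-cAMP antibody, cAMP-d2; 30 min, room temperature) in freshly harvested TSHR cells. Compounds added before TSH at EC80 (4nM final), followed by 2 hours' incubation at 37 deg C.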
# ELG1 DNA repair: ELG1-dependent DNA repair inhibition; Potency, µM (top dose mostly 46.1 µM), for inactives: at the top dose activity change, negative = inhibition, actives largely listed as inhibitors; HEK293T ELG1-luciferase reporter, luminescence, 16 h; DNA damage induced by 5-fluorouridine; AID 504467; 330,000 compounds, 2.3% hits; further: potency means the concentration at half of the fitted maximal effect; on the % scale 0 is the no-effect control and ±100 the full control effect; nearly all actives have a fitted effect of over 55% in size
#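 DMSO vehicle served as the neutral condition. Each well held 2,000 cells given 5-fluorouridine plus compound; after 16 hr at 37 °C/5% CO2, ONE-Glo was added and luciferase measured 30 min later.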
# TCR act: activators of T cell receptors; 330,000 tested, under 10 active; Potency, µM (series often up to 9.22 µM), inactives show at the highest dose activation of IL-2 secretion, usual class: activators; primary human leukocytes, anti-CD3, IL-2 HTRF, 48 h; AID 504894; further: % of control where 0% means no effect
#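 Primary human leukocytes were stimulated with a-CD3 beads plus compounds for 48 hr without co-stimulation; secreted IL-2 was quantified by HTRF using a-IL-2-K (europium cryptate) and a-IL-2-d2, excited at 320nm with acceptor emission read at 665nm.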
# PTAP TSG101 blk: blocks PTAP/TSG101 interaction to inhibit HIV-1 budding; Fluorescence polarization, FITC-PTAP peptide / Tsg101 binding; Potency, µM (doses to about 115 µM), for the others: top-dose activity change, negative = inhibition, most hits filed as inhibitors; 340,000 tested, under 10 active; active means well fitted inhibition curve with a large enough effect in the main read-out, with a control signal flat, not every such curve was filed as active; inconclusive means small, poorly fitted or top-dose-only effect, or effect the other way, or a change in a side signal; inactive means no such curve, though single readings can be large or run the other way; further: potency means the concentration at half of the fitted maximal effect; % of control where 0% means no effect
#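 Steps: Tsg101 binding domain dispensed (10 uM final), compounds pinned in DMSO, FITC-labeled PTAP-motif peptide added (50 nM final); after 20 min binding at room temperature, polarization measured.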
# a7 integrin act: activates integrin-mediated alleviation for muscular dystrophy | alpha7betagal myoblasts, beta-gal FDG fluorescence, 48 h | Potency, µM (highest dose often 38.3 µM), inactives show at the highest dose activation, usual class: activators | 350,000 compounds, 0.064% hits | AID 624291;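 further: potency means the concentration at half of the fitted maximal effect; 100% = response of the positive control SU9516; nearly all actives have a fitted effect of over 60% in size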
#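 Alpha7betagal+/- myoblasts (passage 13) were plated 16-24 hr, then exposed to compounds (1:260 dilution of DMSO stock) for 48 hours at 37C. After MPER lysis, β-galactosidase reporter activity was read as FDG fluorescence (ex 480/em 540) after 30 minutes.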
# Starred values were filed as active, the others as inactive; u = inconclusive; x = not tested or not shown; [ ] = remark or other dose. Unless noted, the call rests on the fitted dose curve; in most records, active means well fitted curve in the direction sought with a large enough effect; inconclusive means small, poorly fitted or top-dose-only effect, or another doubt; inactive means no such curve, though single readings can be large; an effect the other way counts as inactive or inconclusive.
SMILES,Mito fusion act,AT treatment,BCR signal inh,Tb PFK block,ASM inhibitor,Eya2 inh,TSHR antagonist,ELG1 DNA repair,TCR act,PTAP TSG101 blk,a7 integrin act
COC(=O)c1cc(Br)c(=O)n(CCN(C(C)C)C(C)C)c1,-4.3%,-1.9%,-1.4%,0.7%,-2.7%,-3.5%,0.0,2.6%,4.7%,-3.7%,14.3%
O=C(CN1CCN(Cc2ccccc2)CC1)N1CCCc2c1c(=O)oc1ccc(O)cc21,-0.1%,6.4%,14.3%,1.1%,2.2%,u,-3.0,-18.6%,0.0%,-5.1%,-22.8%
CCCc1c(O)nc(SCC(=O)NCCc2ccc(OC)c(OC)c2)[nH]c1=O,0.6%,-2.7%,u,-0.3%,0.8%,-4.8%,6.3,23.7%,4.0%,-3.7%,11.6%
CCN(CC)C(=O)c1ccccc1NC(=O)CN1C(=O)c2ccccc2C1=O,5.6%,0.8%,1.5%,-1.0%,0.3%,6.1%,-5.2,17.8%,4.0%,-1.0%,u
CN(C)C(CNS(=O)(=O)c1ccc(Cl)cc1)c1cccnc1 (centres undefined),-0.5%,3.5%,4.7%,0.6%,7.0%,7.1%,5.2,u,1.1%,-5.2%,1.0%
CCn1c(SCC(=O)N2CCCC2)nnc1-c1ccc(N)cc1,0.3%,6.0%,7.9%,2.2%,0.7%,-4.5%,16.9,-3.6%,5.9%[46.1 µM],-5.7%,10.6%
O=C(COc1ccc(Br)cc1)Nc1nnc(C2CC2)s1,-1.0%,0.8%,u,-0.1%,4.6%,1.0%,-10.7,28.4%,1.2%,-6.1%,-23.1%
CC1(C)CC(=O)c2cc(OCC(=O)NCCCN3CCN(c4ccc(F)cc4)CC3)ccc2O1,1.0%,4.9%,-3.9%,-0.3%,103.1%[activator],-8.3%,7.0,u,0.4%,-3.2%,-45.2%[inhibitor]
O=C1CC(c2ccccc2)CC(O)=C1C=NCc1ccccc1Cl (centres undefined),1.2%,0.3%,u,-4.5%,-2.4%,u,-14.2,12.2%,0.7%,-1.8%,31.7%
CC(=O)NC(NC(=S)Nc1ccccc1Br)C(Cl)(Cl)Cl (centres undefined),-7.6%,-6.5%,0.3%,-0.7%,1.2%,-8.4%,7.0,15.8%,3.6%,-2.6%,0.0%
O=c1c(Cl)c(NCCO)ncn1-c1ccccc1,-3.2%,1.1%,6.3%,-1.4%,0.1%,-4.1%,10.9,23.6%,6.7%[46.1 µM],-9.3%,18.8%
Cc1c[n+]([O-])n(-c2ccc(C(=O)O)cc2)n1,-0.6%,-2.0%,1.5%,2.5%,-0.2%,-35.0%,2.3,11.8%,-16.1%,-6.6%,0.1%
COc1ccc(C(C[N+](=O)[O-])C2(c3ccc(OC)c(OC)c3)C(=O)c3ccccc3C2=O)cc1 (centres undefined),-10.4%,20.1%,-5.3%,u,6.0%,-1.6%,-5.5,u,7.9%[46.1 µM],-2.7%,-43.6%[inhibitor]
O=c1[nH]c(Cc2ccccc2Cl)nc2ccccc12,-4.9%,-1.9%,-4.5%,-3.5%,1.4%,4.4%,5.7,-3.0%,-0.2%,-10.8%,-5.3%
COc1ccc(Cl)cc1NC(=O)c1cc(S(=O)(=O)N2CCCC2)cn1C,-0.6%,-17.2%,17.1%,-3.6%,0.6%,-2.8%,7.7,u,-4.0%,-4.5%,26.1%
COC1c2ccccc2C(=O)N1CCc1ccc(Cl)cc1 (centres undefined),-1.4%,4.2%,-2.4%,0.4%,1.5%,-8.3%,-10.5,u,-1.7%,-1.9%,7.5%
CCC(C(=O)OC)n1c(-c2ccccc2)nc2ccccc2c1=O (centres undefined),-0.5%,11.6%,u,3.6%,-4.6%,11.0%,41.8,-1.4%,1.5%,-6.4%,u
COc1ccc(N2CCN(CC(=O)Nc3cc(C)on3)CC2)cc1,2.3%,-1.3%,0.8%,-2.4%,0.5%,-2.6%,6.3,-3.0%,-5.4%,-3.8%,12.5%
O=C(O)C(c1ccccc1)C1(O)CCCCC1 (centres undefined),-3.2%,9.0%,-6.4%,2.2%,0.6%,3.3%,-9.5,-0.4%,-7.2%,1.8%,-2.7%
CCOc1ccc(C2C(C(=O)C3CC3)N3C=C(C#N)C=CC3C2(C#N)C#N)cc1 (centres undefined),2.1%,3.1%,-2.4%,3.5%,x,19.7%,6.3,0.1%,x,x,x
Cc1cc(OCC(=O)N2CCN(c3ncccn3)CC2)ccc1Cl,9.1%,-3.7%,-0.2%,-4.3%,-2.9%,0.5%,-16.5,4.7%,-4.4%,1.3%,21.8%
N#CCCN(C(=O)COC(=O)c1cccc(S(=O)(=O)N2CCCC2)c1)c1ccc(F)cc1,-0.7%,1.0%,3.8%,-0.3%,1.6%,15.0%,-11.2,-5.0%,0.4%,x,-4.4%
COC(=O)C(Cc1ccc(OC(=O)c2ccc(Cl)cc2)cc1)N1Cc2ccccc2C1=O (centres undefined),-2.3%,-2.7%,-1.9%,1.9%,3.8%,-10.6%,-15.9,u,2.1%,5.2%,4.6%
Cc1ccc(NC(=S)/N=C(\N)Nc2nc(C)c3cc(C)c(C)cc3n2)cc1C,-4.2%,1.2%,0.3%,-1.9%,-9.6%,-2.4%,-5.1,u,3.9%,-0.3%,-7.5%
COC(=O)c1cc(N2C(=O)C3C4C=CC(CC4)C3C2=O)ccc1Cl (centres undefined),-43.0%[inhibitor],5.7%,3.9%,-0.2%,-3.2%,-16.9%,3.7,-1.4%,0.4%,-1.6%,0.7%

# Next section
SMILES,Mito fusion act,AT treatment,BCR signal inh,Tb PFK block,ASM inhibitor,Eya2 inh,TSHR antagonist,ELG1 DNA repair,TCR act,PTAP TSG101 blk,a7 integrin act
Cc1cc(=O)oc2cc(OCc3nnc(-c4ccccc4Br)o3)ccc12,-3.2%,2.5%,0.3%,1.6%,215.8%[activator],0.9%[15.4 µM],-13.9,-22.5%,-7.8%,6.0%,-4.2%
Nn1c(SCc2ccccc2F)nnc1-c1ccccn1,-8.2%,-6.3%,u,-3.0%,3.1%,2.4%,-10.4,u,39.5%,1.1%,10.4%
CCOC(=O)C1CCN(C(=O)COc2ccc3c(C)cc(=O)oc3c2)CC1,3.1%,3.1%,u,0.1%,192.4%[activator],-10.1%,-1.6,1.3%,-3.4%,-4.3%,6.7%
COc1ccc(CCC(=O)Nc2cc(S(=O)(=O)N3CCOCC3)ccc2OC(C)C)cc1,-1.8%,-3.2%,u,-4.9%,-2.0%,-11.6%,7.7,0.1%,-5.2%,1.4%,-46.1%[inhibitor]
COc1ccc(N2CCN(C(=O)c3cccc(N4C(=O)C5CC=CC(C)C5C4=O)c3)CC2)cc1 (centres undefined),-2.6%,-5.9%,u,2.1%,-0.6%,8.7%,23.8,-13.3%,x,x,12.7%
COc1ccc(OC)c2sc(N3CCN(C(=O)c4ccc([N+](=O)[O-])s4)CC3)nc12,29.6%,-8.8%,29.3%,-15.3%,-15.9%,2.0%,9.4,u,-6.0%,-1.7%,-37.2%[inhibitor]
CC(NC(=O)C1CCCN(C(=O)c2ccc(Cl)cc2)C1)c1cccc(C(F)(F)F)c1 (centres undefined),5.0%,1.8%,-6.7%,0.4%,-0.6%,-16.7%,-5.6,u,-0.7%,-8.4%,12.9%
O=C1C2C3C=CC(C2C(=O)N1c1cccc(O)c1)C1C2C(=O)N(c4cccc(O)c4)C(=O)C2C31 (centres undefined),-4.3%,4.1%,-1.0%,-3.1%,-7.4%,-11.3%,13.6,4.3%,4.8%,-5.4%,u
COC(=O)C1CCN(C(=O)COC(=O)c2cc(-c3cccs3)nn2-c2ccccc2)CC1,-3.7%,0.6%,4.8%,1.5%,-0.1%,-8.2%,-3.3,-1.6%,-2.2%,-3.4%,-16.6%
CCOC(=O)Cc1cc(=O)n2[nH]c(C)cc2n1,1.7%,5.9%,-0.2%,-6.0%,-0.7%,14.8%,-9.5,17.8%,-4.5%,-0.1%,12.2%

# Compound activity deposited in PubChem BioAssay by National Center for Advancing Translational Sciences (NCATS).
